Bioassay records (PubChem)
EPAC1 antagonist – blocks human EPAC1 exchange factor | O95398 | EPAC1 GEF assay, Rap1b-BODIPY-GDP exchange fluorescence | Potency, µM (top dose mostly 115 µM), inactives show at the top dose activity change, negative = inhibition, most hits filed as inhibitors | 360,000 compounds, 0.14% hits | AID 720709;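 note: potency is the fitted concentration of half-maximal effect; plate controls were vehicle for no effect and positive control for full effect; nearly all actives have a fitted effect of over 50% in size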
WRN helicase inh – WRN helicase (human) inhibition | WRN helicase unwinding, fluorescent forked duplex, kinetic | Potency, µM (titrated, usually from 114 µM), inactives show at the top dose activity change, negative = inhibition, actives largely listed as inhibitors | AID 651768 | 360,000 compounds, 0.46% hits | Q14191; note: potency is the fitted concentration of half-maximal effect; % is set by controls: 0 for no effect and ±100 for the full control effect; nearly all actives have a fitted effect of over 55% in size
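Primary qHTS, 1536-well format. 20 nM WRN + compound, 15 min RT; start with 100 nM forked fluorophore/quencher duplex, 2 mM ATP (final); kinetic read ex 525/em 598 nm.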
EPAC2 agonist – EPAC2 (human) agonism; Potency, µM (doses to about 154 µM), for the others: at the highest dose activation, actives largely listed as activators; AID 720711; EPAC2 activation, biochemical qHTS; response scale: 100% = 6.5 mM cAMP response; Q8WZA2; 360,000 compounds, 0.079% hits; note: potency is the fitted concentration of half-maximal effect; nearly all actives have a fitted effect of over 50% in size
Target sequence (Q8WZA2 whole entry, looked up): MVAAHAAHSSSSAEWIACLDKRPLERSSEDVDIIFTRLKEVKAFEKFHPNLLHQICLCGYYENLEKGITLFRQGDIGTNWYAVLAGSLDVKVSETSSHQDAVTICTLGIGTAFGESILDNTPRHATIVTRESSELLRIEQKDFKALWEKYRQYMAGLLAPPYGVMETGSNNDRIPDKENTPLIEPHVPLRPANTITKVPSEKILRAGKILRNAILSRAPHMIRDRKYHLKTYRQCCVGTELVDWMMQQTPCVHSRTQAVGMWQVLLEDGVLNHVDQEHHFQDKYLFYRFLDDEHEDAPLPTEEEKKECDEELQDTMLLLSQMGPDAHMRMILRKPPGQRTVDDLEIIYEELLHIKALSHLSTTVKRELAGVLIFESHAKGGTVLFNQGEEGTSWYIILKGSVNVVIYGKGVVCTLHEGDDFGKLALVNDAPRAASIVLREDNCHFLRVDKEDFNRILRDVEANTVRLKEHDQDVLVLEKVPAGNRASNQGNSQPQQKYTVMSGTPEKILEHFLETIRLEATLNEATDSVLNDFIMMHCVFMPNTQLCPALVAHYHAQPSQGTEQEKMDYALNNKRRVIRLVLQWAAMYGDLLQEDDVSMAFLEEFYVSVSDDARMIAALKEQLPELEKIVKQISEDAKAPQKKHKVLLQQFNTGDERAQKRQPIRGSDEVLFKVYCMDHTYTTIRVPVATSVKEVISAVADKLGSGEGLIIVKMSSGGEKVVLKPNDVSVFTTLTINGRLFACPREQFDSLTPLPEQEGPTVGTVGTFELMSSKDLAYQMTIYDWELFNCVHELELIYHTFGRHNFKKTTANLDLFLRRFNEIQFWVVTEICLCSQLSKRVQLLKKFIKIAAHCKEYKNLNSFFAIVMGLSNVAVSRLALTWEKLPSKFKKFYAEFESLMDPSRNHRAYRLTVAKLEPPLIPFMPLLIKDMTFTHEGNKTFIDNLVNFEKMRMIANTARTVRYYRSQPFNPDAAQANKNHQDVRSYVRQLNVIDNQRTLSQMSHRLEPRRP
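Setup: EPAC2 100 nM, labeled Rap1B complex 250 nM, free GDP 50 uM. Compound titrations pinned in, brief spin, 5 min room temperature incubation. Kinetic fluorescence read over 30 min, normalized to 6.5 mM cAMP.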
IL-2 act – activators of IL-2. 360,000 compounds, 0.065% hits. IL-2 activation reporter assay, cell-based qHTS; stimulated with anti-CD3/CD4/CD28 beads; in transgenic mouse T cells. activation, % (series mostly up to about 46 µM); in the data active = activation above about 50%; inconclusive = mostly about 30% to 49%; note: 0% is about no effect
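Unstimulated transgenic mouse T cells preincubated 60 min with compound, then stimulated with anti-CD3/anti-CD4-coated beads plus anti-CD28 for 18 h at 37 degrees C. IL-2 response read as EGFP and DsRed fluorescence by plate cytometry.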
PLK1 PBD inh – blocks phosphopeptide binding to human PLK1 polo-box domain. P53350. Plk1 PBD binding of FITC phosphopeptide, fluorescence polarization. Potency, µM, for the others: max response, negative = inhibition, hits mostly inhibitors. 360,000 compounds, 2.8% hits. AID 720504; note: potency is the fitted concentration of half-maximal effect; series mostly up to about 57 µM; % is set by controls: 0 for no effect and ±100 for the full control effect; nearly all actives have a fitted effect of over 65% in size
PI5P4K alpha inh – inhibitors of human PI5P4K alpha; max response, %; 330,000 compounds, 1.2% hits; PI5P4Kalpha enzyme, ADP-Glo luminescence, 60 min; active compounds read low; P48426; active = max response of -50% or lower; inconclusive = between -30% and -50%; inactive = -30% or higher; note: value at the top dose of about 77 µM; % is set by controls: 0 for no effect and ±100 for the full control effect
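Enzyme plus substrate dispensed, test compounds pinned in, then ATP (5 microM final) added. After 60 min at RT, ADP-Glo reagent 1 for 45 min and reagent 2 for 30 min preceded luminescence imaging.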
EPAC1 agonist – EPAC1 (human) agonism. O95398. EPAC1 agonist qHTS, biochemical assay; response scale: 100% = response to 6.5 mM cAMP. Potency, µM (titrated, usually from 154 µM), for inactives: top-dose activation, usual class: activators. 360,000 compounds, 0.073% hits; note: potency is the fitted concentration of half-maximal effect; nearly all actives have a fitted effect of over 60% in size
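Nucleotide exchange assay: 100 nM EPAC1 with 250 nM Rap1B loaded with BODIPY-GDP and 50 uM GDP, room temperature. Fluorescence (480/540 nm) read every 5 min for 30 min; signal change normalized to 6.5 mM cAMP as full agonist.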
CCT modulator – changes cytosolic chaperonin activity | purified chaperonin ATPase assay, HTRF ADP detection, 30 min | activity change, % (concentration not given with the values), hits read low | 360,000 compounds, 0.3% hits | AID 651819; in the data active = activity change below about -30%; note: % is set by controls: 0 for no effect and ±100 for the full control effect
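Enzyme 40 or 20 nM (batch-dependent) in Tris pH 7.4/KCl/MgCl2/DTT; cpd 76 uM single point; ATP 10 uM; 30 min 37 °C; Transcreener ADP HTRF detection, 30 min RT; ratio 665/615.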
Starred values were filed as active, the others as inactive; ? = inconclusive; · = no result given; [ ] = another dose, or the depositor's remark. Unless noted, calls come from the whole dose curve; as a rule, active = well fitted curve in the direction sought with a large enough effect; inconclusive = small, poorly fitted or top-dose-only effect, or another doubt; inactive = no such curve, though single readings can be large; an effect the other way counts as inactive or inconclusive. Only part of the results is shown, so the mix of outcomes need not match the whole.

SMILES | EPAC1 antagonist | WRN helicase inh | EPAC2 agonist | IL-2 act | PLK1 PBD inh | PI5P4K alpha inh | EPAC1 agonist | CCT modulator
Cn1c(CNC(=O)CNC(=O)Cc2ccc(F)cc2)cc(=O)n(C)c1=O | 1.5% | -2.4% | -0.3% | 1.6 | 0.8% | 6.0 | -6.4% | 0.9
Cc1ccc(C)c(N2C(=N)S/C(=C\c3ccc(-c4ccccc4C(=O)O)o3)C2=O)c1 | -9.3% | ? | 1.2% | -0.6 | ? | -51.5* | 2.8% | 0.2
CC1CCCC(C)N1C(=O)c1cc(-c2ccco2)on1 (configuration not stated) | -14.3% | -18.0% | 7.8% | -0.7 | -1.4% | 3.4 | -1.1% | -0.7
COc1ccc2nc3oc(C(=O)NC4CCN(Cc5ccccc5)CC4)cc3cc2c1 | 7.8% | 8.8% | 0.8% | -2.9 | -2.6% | 0.2 | -7.5% | -1.3
CC(=O)Nc1cc(Cl)c(N=Cc2ccc(O)cc2O)cc1Cl | -14.5% | -17.9% | -5.1% | 4.2 | -10.3% | ? | 3.4% | -1.3
Cc1cc(N2CCN(C(C(=O)NC3CCCC3)C(C)(C)C)CC2)c2ccccc2n1 (configuration not stated) | 12.6% | -0.3% | 3.3% | -0.4 | -4.7% | -0.9 | 4.3% | ·
COc1ccc(NC(=O)N(C)C[C@H]2Oc3c(NC(=O)Nc4ccc(C(F)(F)F)cc4)cccc3C(=O)N([C@H](C)CO)C[C@@H]2C)cc1 | -24.1% | -4.8% | 3.1% | -0.7 | -5.8% | 6.2 | -20.1% | -1.1
COc1cc(/C=N/NC(=O)c2cccc(NC(=O)c3ccccc3)c2)ccc1O | -27.9% | -26.5%[57.1 µM] | 6.5% | -0.4 | 2.4% | 8.2 | 6.5% | -0.8
COCCCNC(=O)C(=O)NC1CCCCCC1 | -18.6% | -10.7% | 3.4% | -0.6 | -23.1% | 8.0 | 7.4% | -0.5
CCCSc1nc(=S)n(Cc2ccccc2)c(C)c1C(C)=O | -13.8% | 1.4% | 8.4% | -2.1 | -11.1% | 1.1 | -7.3% | -0.2
COc1ccc(/C=N/n2cnc3scc(-c4cccs4)c3c2=O)cc1OC | 18.0% | -14.8% | 11.6% | 0.3 | -3.4% | 11.5 | 2.7% | 2.4
CN(C)S(=O)(=O)c1cccc(NC(=S)N2CCCCC2CO)c1 (configuration not stated) | 6.4% | 5.5% | 3.3% | 0.2 | -3.8% | 0.0 | 5.3% | -1.4
Cc1ccc(C)c(NS(=O)(=O)c2cc3c4c(c2)CC(=O)N4CCC3)c1 | -3.5% | -4.9% | 1.1% | -3.1 | 1.5% | -1.2 | -5.0% | -0.3
COc1ccc(S(=O)(=O)N(C)C[C@@H]2Oc3ccc(NC(=O)Nc4c(C)noc4C)cc3C(=O)N([C@H](C)CO)C[C@@H]2C)cc1 | -5.2% | 6.2% | 6.8% | -0.6 | -21.6% | -6.2 | -1.7% | -2.0
Cc1ccc(Nc2nc(N)nc(CN3CCN(Cc4ccc5c(c4)OCO5)CC3)n2)cc1 | -17.0% | -0.5% | 4.0% | -0.1 | -9.7% | 7.2 | 16.2% | 0.1
COc1ccc(-c2nn(CCC#N)cc2C(=O)Nc2cccc(C(=O)O)c2)cc1OC | 14.3% | -1.4% | 9.7% | -0.1 | -5.5% | -27.0 | 13.9% | 0.8
CCCC(=O)Nc1nc(C)c(-c2csc(Nc3ccccc3C)n2)s1 | -0.2% | -8.3% | 8.6% | -0.9 | ? | -0.5 | 8.7% | 1.9
CC(=O)Oc1ccc(OC(C)=O)c(SCCCCCCl)c1 | -2.6% | 163.7%[activator] | 5.0% | -1.6 | 24.1% | 3.1 | -2.2% | -2.7
CC1CCN(C(=O)COC(=O)c2ccccc2C(=O)c2ccccc2)CC1 | -11.8% | -8.7% | 5.6% | -0.8 | 0.5% | 4.9 | -2.5% | -8.2
CC1=C(O)C(=O)OC1c1c(Cl)cccc1Cl (configuration not stated) | 7.3% | -14.1% | 2.3% | 0.5 | 4.0% | -2.1 | 3.1% | 0.5
CCOC(=O)c1cc(=O)c2ccc(OCC(=O)Nc3ccc(F)cc3)cc2o1 | 0.4% | 7.3% | -5.6% | 1.5 | 0.7% | -11.3 | 2.6% | -0.2
O=C(Nc1cccc(O)c1)c1cccc(S(=O)(=O)N2CCCC2)c1 | 1.3% | ? | -7.7% | -0.6 | -7.9% | -5.4 | -2.4% | -0.7
CCN(CC(=O)Nc1ccc(OC)cc1)C(=O)c1ccc(N2C(=O)CCC2=O)cc1 | 11.5% | 4.8% | 9.6% | -0.1 | -1.5% | 6.1 | -3.0% | -1.1
CCOc1cc(NC(=S)NCCCN2CCOCC2)c(OCC)cc1NC(=O)C1CC1 | 11.9% | -5.6% | 3.1% | -4.1 | 3.9% | -2.9 | 3.3% | 0.2
CCN(C(=O)CSc1nc2nc(C)cc(C)n2n1)c1cccc(C)c1 | -2.1% | 0.3% | 6.5% | -0.7 | -14.8% | · | 0.2% | 0.6
Cn1cccc1/C=N/n1cnnc1 | -4.2% | -8.2% | 18.4% | -1.3 | -5.6% | -1.5 | 4.7% | -3.0
C/C(N)=C(/C#N)C(=O)COC(=O)C(c1ccccc1)c1ccccc1 | 6.3% | -7.7% | -0.9% | 0.3 | ? | -5.0 | -10.6% | -6.0
CCCCN(C(=O)c1ccc(-n2nc(C)cc2C)cc1)c1c(N)n(CCC)c(=O)[nH]c1=O | ? | -10.7% | 12.1% | -4.3 | -5.1% | -1.0 | 0.7% | -2.5
COc1ccc(NCc2nc3ccccc3n2CCOc2ccc(C)cc2)cc1 | ? | -6.0% | 15.9% | -5.9 | -8.8% | -15.4 | 21.6% | -4.2
c1coc(-c2nc3nc4ccccc4nc3n2-c2ccc3c(c2)OCCO3)c1 | 0.2% | 0.4%[57.1 µM] | 1.7% | 10.5 | 0.9% | 0.6 | 0.6% | -2.1
CC(C)c1ccc(N(CC(=O)NC2CCCC2)C(=O)CCC(=O)Nc2ccccn2)cc1 | -3.4% | 4.5% | -2.5% | -1.4 | 23.8µM* | 4.9 | -3.8% | -0.7
O=C(CC1CC2CCC1C2)N1CCN(S(=O)(=O)c2ccccc2[N+](=O)[O-])CC1 (configuration not stated) | -11.7% | 3.9% | 15.8% | -0.9 | -6.8% | 4.3 | 2.6% | 2.0
Cc1ccccc1NC(=O)COC(=O)c1ccc(CSc2ccc(Cl)cc2)cc1 | -11.6% | 10.4% | 7.2% | 0.4 | 1.7% | 11.7 | 2.7% | -4.1
COc1cccc(CN2CCC(C(=O)N3CCC(C)CC3)CC2)c1 | 0.0% | 4.0% | 3.4% | -0.4 | 0.3% | -2.0 | 11.0% | 2.2
O=C(CCC(=O)N1CCOc2ccccc21)N1CCOCC1 | -4.3% | -1.6% | 12.5% | -0.9 | -5.6% | 0.3 | 0.1% | 0.2
Cc1cc(F)ccc1S(=O)(=O)Nc1c(C)n(C)n(-c2ccccc2)c1=O | -6.1% | 1.0% | 3.0% | 1.0 | 3.0% | -2.0 | -17.4% | -0.5
CC(C)n1c(/N=C/c2ccccc2O)nc2ccccc21 | -2.2% | -28.4% | 5.0% | 2.0 | -18.0% | 7.7 | -0.6% | 0.8
COCCNC(=O)C1(C)CCN(C(=O)c2sc(-c3ccccc3)nc2C)C1 (configuration not stated) | -9.0% | 0.8% | -7.7% | -0.2 | -3.5% | -2.6 | -11.1% | -1.2
Cc1cccc(NC(=S)NCc2ccc3c(c2)cc(C)n3C)c1C | 0.7% | -19.4% | 10.0% | -1.4 | -17.9% | -0.7 | -6.8% | -0.4
CCn1cc(C(=O)N[C@@H](CCSC)C(=O)NCCN2CCOCC2)c(=O)c2cc3c(cc21)OCO3 | -6.1% | -1.1% | 1.2% | 0.9 | -11.4% | -2.3 | -3.3% | -1.1
CCn1c(CC(=O)Nc2ccccc2F)nnc1SCC(=O)Nc1nncs1 | 6.3% | 2.4% | -1.3% | 0.3 | -4.0% | -5.9 | 5.5% | -0.8
O=C(Nc1ccc2c(c1)Cc1ccccc1-2)c1ccccc1F | 2.0% | 4.3% | 17.9% | 1.0 | -10.4% | -1.0 | -5.6% | 1.4
CCN(C(=O)c1ccc(Cl)c([N+](=O)[O-])c1)c1ccccc1 | -1.4% | -9.7% | 7.7% | -3.3 | -0.4% | 0.5 | 5.3% | 2.3
CC(=O)c1cccc(-c2ccnc3c2CC(C(=O)Nc2cccc(OC(F)(F)F)c2)O3)c1 (configuration not stated) | 1.8% | -10.0% | 10.7% | -0.2 | -2.6% | 4.3 | -2.9% | -0.6
O=S(=O)(c1ccc(Br)cc1)N1CCN(c2ccc3nnc(-c4ccccc4)n3n2)CC1 | -1.2% | -0.7% | 1.0% | -2.6 | 0.0% | -0.5 | 8.7% | -0.3
CN(C1CCCC1)C1CCN(C(=O)CNC(=O)/C=C/c2ccccc2)CC1 | -2.6% | -6.3% | -11.4% | 2.7 | -8.1% | -6.5 | 13.4% | -1.7
COc1cccc(-c2nn(-c3ccc(C)cc3)cc2C(=O)N2CCN(C3CCS(=O)(=O)C3)CC2)c1 (configuration not stated) | -7.3% | -7.2% | 1.8% | 0.4 | -0.3% | -2.3 | 14.9% | -0.2
Cc1ccc(C#CC[N+]2(CC#Cc3ccc(C)cc3)CCCCC2)cc1 | 9.5% | -3.0% | 3.8% | -0.8 | -8.3% | 0.4 | 0.9% | 0.0
S=C(NCc1ccccn1)Nc1cccc(Cl)c1 | -25.7% | 2.3% | 2.5% | -0.5 | -13.2% | 0.7 | 5.4% | -2.7
OC(COc1ccc2ccccc2c1)Cn1ccnc1 (configuration not stated) | 1.8% | -0.3% | 7.8% | -0.6 | 1.7% | · | -3.7% | -5.2
Following part:
SMILES | EPAC1 antagonist | WRN helicase inh | EPAC2 agonist | IL-2 act | PLK1 PBD inh | PI5P4K alpha inh | EPAC1 agonist | CCT modulator
CCN(C(=O)CSc1nnnn1-c1ccc(OC)cc1)C1CCS(=O)(=O)C1 (configuration not stated) | -7.9% | -1.9% | 5.0% | 0.3 | 0.0% | 4.8 | 5.5% | -1.4
O=c1onc(-c2ccccc2Cl)n1-c1ccccc1Cl | 25.0% | -10.7% | 4.5% | -0.3 | 4.3% | 9.8 | -7.4% | -0.2
CCOC(=O)c1cc(-c2ccccc2)n(CC(=O)Nc2ccc(OC)c(OC)c2)c1C | -11.0% | -0.6% | -17.5% | -0.5 | -0.6% | 11.0 | -13.0% | 2.1
Brc1ccc(OCCn2ccnc2)cc1 | 8.1% | -10.8% | -4.8% | 1.7 | -1.6% | · | 4.7% | 0.9
